# DAT uptake mod – human DAT dopamine uptake with cocaine, either direction | B-score at 10 µM | Q01959 | LLC-PK1 hDAT cells, [14C]-dopamine uptake with cocaine IC80; actives deviate in either direction | hit rate 1.3% among 110,000;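 active means Z score or B-score, a plate-position-corrected score, falls beyond the plate's 99.7% confidence bounds, in either direction; inactive means both scores lie inside the 99.7% bounds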;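 further: scored against the spread of the other compound wells on the same plate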
# Target sequence (Q01959 whole entry, looked up): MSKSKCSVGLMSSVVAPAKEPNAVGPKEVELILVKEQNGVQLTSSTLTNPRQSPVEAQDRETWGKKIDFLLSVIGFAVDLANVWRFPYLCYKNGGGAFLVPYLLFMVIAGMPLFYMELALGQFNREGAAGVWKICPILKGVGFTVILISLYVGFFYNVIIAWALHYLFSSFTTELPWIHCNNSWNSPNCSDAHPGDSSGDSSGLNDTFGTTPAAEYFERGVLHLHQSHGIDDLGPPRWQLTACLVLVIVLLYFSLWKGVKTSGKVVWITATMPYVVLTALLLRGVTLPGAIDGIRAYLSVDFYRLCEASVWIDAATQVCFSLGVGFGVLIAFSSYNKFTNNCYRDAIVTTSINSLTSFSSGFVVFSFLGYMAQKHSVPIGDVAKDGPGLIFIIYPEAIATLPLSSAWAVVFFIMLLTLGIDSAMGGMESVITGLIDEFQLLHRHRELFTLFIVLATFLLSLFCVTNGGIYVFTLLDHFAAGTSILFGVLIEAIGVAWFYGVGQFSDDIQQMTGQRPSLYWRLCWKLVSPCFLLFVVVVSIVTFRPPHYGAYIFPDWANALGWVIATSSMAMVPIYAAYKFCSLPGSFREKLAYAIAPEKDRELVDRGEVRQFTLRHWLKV
# Numbers without * were called inactive. Only part of the results is shown; count on the stated rates, not on these rows.
SMILES,DAT uptake mod
C=C(C)C(=O)N1CC2(CC(c3cccc(NC(=O)/C=C\C)c3)=NO2)C[C@H]1C(N)=O (some centres not stated),-0.448
CC(C)C[C@H]1COCCS(=O)(=O)N1Cc1cccc(F)c1,-0.341
C#CCOCCOCCOCCNc1nc(N2CCN(C(=O)[C@H](CCCCN)n3cc(C(N)CO)nn3)CC2)nc(N2CCN(C(=O)[C@H](CCC(=O)O)n3cc(C(N)Cc4ccc(O)cc4)nn3)CC2)n1 (some centres not stated),-0.218
CC(C)C(=O)NCCc1nc(-c2ccccc2)no1,0.502
O=C(/C=C/c1cccs1)c1cc(Br)ccc1OC(=O)N1CCOCC1,0.155
O=C(NCc1nc2ccccc2[nH]1)C1=C[C@@H](c2csc3ccccc23)C[C@@H](OCCCCO)O1,1.46
CC(=O)Oc1ccc(-c2cc3c(OC(C)=O)cc(OC(C)=O)cc3oc2=O)cc1,0.054
O=C(NCC1CC1)c1onc(CSc2ccncc2)c1C(=O)NCC1CC1,0.209
Cn1c(=O)[nH]c2ncn(C)c2c1=O,0.0379
O=C(NCc1cc(C(F)(F)F)cc(C(F)(F)F)c1)C1CC(c2cccc(F)c2)=NO1 (configuration not stated),0.0575
C#CCOCCOCCOCCNc1nc(N2CCN(C(=O)[C@H](C)n3cc(CCCN=C(N)N)nn3)CC2)nc(N2CCN(C(=O)[C@H](C)n3cc(CCCN=C(N)N)nn3)CC2)n1,-0.213
C#Cc1ccc([C@@H]2C=C(C(=O)N3CCOCC3)O[C@H](OCc3ccc(CO)cc3)C2)cc1,0.297
COc1ccc2c(=O)c(-c3ccc(OC)c(OC)c3)coc2c1,2.18
COC(=O)CCC(=O)OC1(C)C(=O)C=C2C=C(c3ccsc3)OC=C2C1=O (configuration not stated),-0.083
O=C(NCc1ccccc1)[C@H]1C[C@@H]1[C@H](NP(=O)(c1ccccc1)c1ccccc1)c1ccccc1,-1.27
NC1=NC[C@@H](Cc2ccc(O)cc2)N1CCC12CC3CC(CC(C3)C1)C2,0.583
COc1cc(CCCN2C(=O)C(=O)NC[C@@H]2c2ccccc2)cc(OC)c1OC,1.19
Cc1cc(C(=O)N[C@H](c2ccccc2)[C@@]2(C)C[C@@H]2[C@@H](C)C(=O)Nc2ccc3ccccc3c2)no1,-0.93
C=C1CCN([C@@H](CC(C)C)C(=O)NCc2ccco2)S(=O)(=O)c2ccccc21,0.168
Cc1ccccc1NC(=S)NC(C)C(c1cccs1)N1CCOCC1 (configuration not stated),-0.00445
O=C1OCCN1C(=O)[C@H]1[C@H](c2ccc(Cl)cc2)C(c2cccc(Cl)c2)=NN1c1ccccc1,0.513
CC/C=C\[C@H](O)[C@H](O)C1=C(C)C(=O)[C@]2(O1)C(=O)N[C@@](OC)(C(=O)c1ccccc1)C2O (some centres not stated),-0.696
COc1ccc(CNC(=O)C(=O)NCC2OCCN2S(=O)(=O)c2ccc3c(c2)OCCO3)cc1 (configuration not stated),-0.214
NC(=O)CC[C@@H]1NC(=O)[C@@H]2CCCN2C(=O)c2cc([N+](=O)[O-])cc(F)c2NCCC[C@@H](C(N)=O)NC1=O,-0.0519
O=C(O)C1=C[C@H](c2ccc(C(F)(F)F)cc2)C[C@H](OCCCCO)O1,-0.00773
O=C(Nc1ccc2c(c1)OCO2)c1ccc2c(c1)S(=O)(=O)c1ccccc1C2=O,-0.812
COC(=O)CCCC1=CC2=CC(=O)C(C)(OC(=O)c3cccs3)C(=O)C2=CN1CC1CC1 (configuration not stated),-0.726
CC1(OC(=O)C2CCCC2)C(=O)C=C2C=C(c3ccc(C#N)cc3)OC=C2C1=O (configuration not stated),-1.07
CSc1sc(C(=O)O)c2c1C(=O)CC(C)(C)C2,0.367
O=C1[C@H]2[C@H](C=CC[C@H]2C(=O)N2CCOCC2)CCN1Cc1ccc(Cl)c(Cl)c1,0.961

# Structures from the list above that contain a halogen, in the order listed:
SMILES,DAT uptake mod
CC(C)C[C@H]1COCCS(=O)(=O)N1Cc1cccc(F)c1,-0.341
O=C(/C=C/c1cccs1)c1cc(Br)ccc1OC(=O)N1CCOCC1,0.155
O=C(NCc1cc(C(F)(F)F)cc(C(F)(F)F)c1)C1CC(c2cccc(F)c2)=NO1 (configuration not stated),0.0575
O=C1OCCN1C(=O)[C@H]1[C@H](c2ccc(Cl)cc2)C(c2cccc(Cl)c2)=NN1c1ccccc1,0.513
NC(=O)CC[C@@H]1NC(=O)[C@@H]2CCCN2C(=O)c2cc([N+](=O)[O-])cc(F)c2NCCC[C@@H](C(N)=O)NC1=O,-0.0519
O=C(O)C1=C[C@H](c2ccc(C(F)(F)F)cc2)C[C@H](OCCCCO)O1,-0.00773
O=C1[C@H]2[C@H](C=CC[C@H]2C(=O)N2CCOCC2)CCN1Cc1ccc(Cl)c(Cl)c1,0.961

# An excerpt from above in order of the DAT uptake mod value, ascending:
SMILES	DAT uptake mod
Cc1cc(C(=O)N[C@H](c2ccccc2)[C@@]2(C)C[C@@H]2[C@@H](C)C(=O)Nc2ccc3ccccc3c2)no1	-0.93
O=C(Nc1ccc2c(c1)OCO2)c1ccc2c(c1)S(=O)(=O)c1ccccc1C2=O	-0.812
C=C1CCN([C@@H](CC(C)C)C(=O)NCc2ccco2)S(=O)(=O)c2ccccc21	0.168

# The list continues.
SMILES,DAT uptake mod
C[C@@H]1NC(=O)c2cc([N+](=O)[O-])cc(I)c2OCC[C@@H](C(N)=O)NC(=O)[C@H](CCCCN)NC1=O,0.365
NC(=O)[C@H]1CC2(CC(c3cccc(NC(=O)CC(c4ccccc4)c4ccccc4)c3)=NO2)CN1C(=O)CC(c1ccccc1)c1ccccc1 (some centres not stated),-1.59
COc1cccc([C@@H]2Oc3ccc(OC)cc3C(=O)[C@H]2O)c1,0.292
C#Cc1ccc([C@H]2C=C(C(=O)OCC=C)O[C@@H](OCCCCO)C2)cc1,-0.019
O=[N+]([O-])c1cc(-c2csc(NC(CO)c3nc4ccccc4n3CCOCCO)n2)ccc1Cl (configuration not stated),1.01
CC(C)(C)OC(=O)NCCCC[C@H](NC(=O)c1[nH]cnc1C(=O)Nc1ccc(Cl)cc1)C(=O)OC(C)(C)C,1
CCC(C(=O)NC1CCCCC1)n1c(SCc2ccccc2F)nc2ccncc21 (configuration not stated),-0.616
C=C1CCN([C@@H](CC(C)C)C(=O)NCc2ccc(Cl)c(Cl)c2)S(=O)(=O)c2ccccc21,0.19
CC(C)c1ccc2c(c1)c(SC(C)(C)C)c(CC(C)(C)C(=O)O)n2Cc1ccc(Cl)cc1,0.931
COc1c(OC2OC(C(=O)O)C(O)C(O)C2O)cc(O)c2c(=O)cc(-c3ccccc3)oc12 (configuration not stated),-0.124
COc1ccc(-c2ccc(OC)c([C@H]3[C@H]4C=CC[C@@H](C)[C@@H]4C(=O)N3Cc3ccccc3)c2)cc1OC,-0.116
Cn1cccc1C1C=C(c2ccc(C(C)(C)C)cc2)Nc2ncnn21 (configuration not stated),0.699
CCO[C@@H]1OC(C(=O)NC2CC2)=C[C@H](C2CCCCC2)[C@H]1CCCO,-0.0976
CCc1c(C2(O)CCCCC2)[nH]c2ccc(C(=O)OC)cc12,0.0948
COC(=O)C1=C[C@@H](C(=O)OC)[C@@H]2C3=C(C(=O)[C@@]2(C)NC(=O)c2ccccc2)[C@H](C)C(C(=O)OC)=C(C(=O)OC)[C@@H]3C1,0.866
COc1cc2[nH]c(-c3cccc(F)c3)cc(=O)c2cc1OC,1.32
CC(C)=CCc1c(-c2ccc(O)cc2O)oc2c3c(cc(O)c2c1=O)OC(C)(C)C=C3,0.945
O=C(O)C1=C[C@@H](c2coc3ccccc3c2=O)C[C@@H](OCc2ccc(CO)cc2)O1,-1.16
O=C(Nc1ccc(Br)cc1)C(c1ccccc1)c1ccccc1,-0.457
CCO[C@H]1OC(C(=O)NCc2nc3ccccc3[nH]2)=C[C@@H](c2ccc(C(F)(F)F)cc2)[C@@H]1CCCO,0.267
C/C=C\C=C/C(=O)Nc1cccc(C2=NOC3(C2)C[C@@H](C(N)=O)N(C(=O)c2ccccc2)C3)c1 (some centres not stated),0.619
COC(=O)C1=C(C)N(CCCC(=O)O)C(=O)NC1c1ccc(-c2ccccc2)cc1 (configuration not stated),-0.645
CCOC(=O)c1c(NC(=O)CSc2c[nH]c3ccccc23)sc2c1CCCC2,0.126
C=C1CCN([C@@H](CC(C)C)C(=O)NCCC(C)C)S(=O)(=O)c2ccccc21,-0.601
COC(C[C@H]1O[C@@H]1[C@@H](O)COCc1ccccc1)OC,0.0304
C=C1CN(Cc2ccccc2)S(=O)(=O)c2ccccc21,0.942
O=C(c1ccc(Cl)c(Cl)c1)N1CCC(=O)N(C(COCc2cccc(Cl)c2)Cc2ccccc2)CC1 (configuration not stated),0.561
COc1ccc(C(=O)/C=C/c2ccc(O)cc2)cc1,0.00202
NC(=O)CC(NC(=O)Cc1ccc(Br)cc1)c1ccc(NCCc2ccc(Cl)cc2)c([N+](=O)[O-])c1 (configuration not stated),-0.503
CCO[C@H]1OC(C(=O)NC2CC2)=C[C@@H](C2CC2)[C@@H]1CCCO,-0.573
COC(=O)CCC(=O)OC1(C)C(=O)C=C2C=C(C3CC3)N(Cc3ccco3)C=C2C1=O (configuration not stated),-1.46
CCCCC1=CC2=CC(=O)C(C)(OC(=O)CC)C(=O)C2=CN1c1ccccc1 (configuration not stated),-2.92*
CC(C)(C)OC(=O)NCCCC[C@H](NC(=O)c1nc[nH]c1C(=O)NC1CCN(C(=O)OC(C)(C)C)CC1)C(=O)OC(C)(C)C,1.71
CCOC(=O)C1=C(C)N(CCCC(=O)O)C(=O)NC1c1ccc2ccccc2c1 (configuration not stated),-0.25
Cc1nnc(SCCCOc2ccccc2)nc1C,-0.741
Cc1ccc(CN2C(=O)[C@H]3Cc4c([nH]c5ccccc45)C(C)(C)N3C2=O)cc1,0.585
COc1ccc(C2/C=C\CNCC(=O)N2Cc2ccc(F)cc2)cc1 (configuration not stated),-1.19
CCC1(CC)C(=O)C2=C3C1[C@H](C(=O)OC)C=C(C(=O)OC)C[C@H]3n1c(=O)n(-c3ccccc3)c(=O)n1[C@H]2C (some centres not stated),0.773
CCN1C(=O)N[C@@H](c2ccccc2)[C@H](C(=O)OC)[C@H]1C,-1.02
CCC(C(=O)NC1CCCCC1)n1c(SCc2cccc(C)c2)nc2ccncc21 (configuration not stated),-0.468
COCOc1ccc(C=O)c(O)c1,-0.675
CC(C)(O)CCCC(C)(O)c1ccc(C(=O)O)cc1O (configuration not stated),0.975
COc1ccc(C2=NOC(C)(c3nnc(-c4ccccc4)o3)C2)cc1 (configuration not stated),0.0647
CCN(CC)S(=O)(=O)c1ccc(C(=O)NCCSc2c[nH]c3ccccc23)cc1,0.461
C[C@@H]1NC(=O)c2cc([N+](=O)[O-])cc(I)c2OCC[C@@H](C(N)=O)NC(=O)[C@H](CCC(=O)O)NC1=O,-0.965
CN(C)CCNC(=O)c1onc(CSc2ccc(F)cc2)c1C(=O)NCCN(C)C,0.0577
CC(C)CCNC(=O)c1onc(CSc2ccc(F)c(F)c2)c1C(=O)NCCC(C)C,-0.283
COc1cccc(NC(=O)OCCN2CCN(Cc3ccccc3)CCC2=O)c1,0.152
Cc1cccc(CN2C[C@]34C=C[C@@H](C[C@@H]3S2(=O)=O)O4)c1,0.352
COC(=O)COc1cccc2c(=O)n(CC(=O)NCc3ccc(F)cc3)ccc12,0.106
Nc1ncnc2c1ncn2[C@@H]1O[C@H](CO)C[C@@H]1O,0.0184
O=C(NC1CCCCC1)c1ccc2c(c1)S(=O)(=O)c1ccccc1C2=O,-0.00735
CCCC[C@@H]1C[C@H]1[C@@H](NC(=O)c1ccco1)c1ccc(Cl)cc1,0.108
O=C(NCc1ccccc1)C1=C[C@H](c2coc3ccccc3c2=O)C[C@H](OCCCCO)O1,1.25
COc1cc(O)c(C(CC(=O)N2CCCCC2)c2cc(OC)c(OC)c(OC)c2)c(OC)c1 (configuration not stated),0.0753
CC1=C(C(=O)OCc2ccccc2)C(c2ccc(C(C)(C)C)cc2)NC(=O)N1CCCCCC(=O)O (configuration not stated),0.336
CCCCCc1cc(=O)oc2c(C(CCN3CCCC(C)C3)c3cc(OC)c(OC)c(OC)c3)c(OC)cc(OC)c12 (configuration not stated),-2.85*
Cc1ccc(Cn2c(C(CO)Nc3nc(-c4ccc(Cl)c([N+](=O)[O-])c4)cs3)nc3ccccc32)cc1 (configuration not stated),-0.179
CC(C)=CCc1c2c(c(O)c3c(=O)c4c(oc13)-c1cc(O)c(O)cc1OC4C=C(C)C)C=CC(C)(C)O2 (configuration not stated),-0.606
CN1C(C(=O)NCc2ccccc2)CC2Cn3c(nc4cc5ccccc5cc43)C21 (configuration not stated),0.328
